# Screens (PubChem BioAssay)
# AMA1 RON2 block: qHTS for Inhibitors of AMA1-RON; Towards Development of Antimalarial Drug Lead: Primary Screen | AlphaScreen AMA1-biotinylated RON2 peptide binding | Potency, µM (titrated, usually from 58.2 µM), for the others: at the highest dose activity change, negative = inhibition, hits mostly inhibitors | 0.2% of 360,000 active | AID 720542, 2013;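 also: potency is read from the fitted curve at half-maximal effect; 0% = vehicle wells and -100% = peptide control; nearly all actives have a fitted effect of over 45% in size; some results filed as inactive show a strong effect at the top dose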
#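 AMA1 (3D7) with his tag at 25 nM final met compounds first, then biotinylated RON2 peptide at 25 nM; detection used donor plus acceptor beads, 10 µg/mL apiece, read by AlphaScreen after 30 min at room temperature.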
# Shiga inhibitor: A qHTS for Small Molecule Inhibitors of Shiga Toxin; Vero cells, Shiga toxin protein synthesis inhibition reporter; inhibition, % at 38.7 µM; 9.2% of 290,000 active; in the data active = inhibition mostly above about 28%, no sharp cut-off; inactive = mostly below about 43%; also: 0% is about no effect
# Giardia FBPA inh: qHTS Assay for Inhibitors of Fructose-1,6-bisphosphate Aldolase from Giardia Lamblia | A8B2U2 | purified Giardia FBPA | Potency, µM (series often up to 59.6 µM), for inactives: at the top dose activity, negative = inhibition, hits mostly inhibitors | 0.71% of 290,000 active | AID 2451, 2010; also: potency is read from the fitted curve at half-maximal effect; % is scaled to controls: 0 for no effect and ±100 for the full control effect; nearly all actives have a fitted effect of over 55% in size
# Target sequence (A8B2U2 whole entry, looked up): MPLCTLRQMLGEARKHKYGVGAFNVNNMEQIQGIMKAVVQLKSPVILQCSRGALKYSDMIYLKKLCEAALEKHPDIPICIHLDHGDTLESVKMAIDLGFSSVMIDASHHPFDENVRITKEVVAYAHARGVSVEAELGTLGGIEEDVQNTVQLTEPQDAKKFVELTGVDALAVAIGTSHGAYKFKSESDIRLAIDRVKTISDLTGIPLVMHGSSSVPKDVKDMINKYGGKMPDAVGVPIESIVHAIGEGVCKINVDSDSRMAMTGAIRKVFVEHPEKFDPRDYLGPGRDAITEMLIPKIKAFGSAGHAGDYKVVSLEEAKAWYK
#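 40 nM FBPA preincubated 10 min at RT with compound (up to 57.5 uM final), then substrate plus GAPDH/TPI/NAD/arsenate coupling and diaphorase/resazurin added. Fluorescence read after 20 min at RT, 525/598 nm.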
# HCMV antiviral: qHTS Assay for inhibitors of the human cytomegalovirus (HCMV) | HFF cells, HCMV-luciferase reporter, 72 h; active compounds read low | activity change, negative = inhibition, % at 57.5 µM | 4.5% of 410,000 active; in the data active = activity change below about -60%; inconclusive = no clear call, values can overlap the other calls; inactive = above about -39%; also: % is scaled to controls: 0 for no effect and ±100 for the full control effect
#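 Luciferase read-out from HCMV-luciferase-infected HFFs (MOI 1 PFU/cell) 72 h post infection at 37C; compounds added after 16 h cell attachment; activity normalized between buffer-only basal and Salinomycin (10uM) inhibitor controls.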
# AmpC detergent: qHTS Inhibitors of AmpC Beta-Lactamase (assay with detergent) | P00811 | AmpC hydrolysis of nitrocefin, absorbance 480 nm, 0.01% Triton | 0.041% of 370,000 active | Potency, µM (doses to about 114 µM), for the others: at the top dose activity change, negative = inhibition, most hits filed as inhibitors;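 also: potency is read from the fitted curve at half-maximal effect; 0% = no-compound wells and -100% = no-enzyme wells; nearly all actives have a fitted effect of over 25% in size; some results filed as inactive show a strong effect at the top dose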
# Target sequence (P00811 whole entry, looked up): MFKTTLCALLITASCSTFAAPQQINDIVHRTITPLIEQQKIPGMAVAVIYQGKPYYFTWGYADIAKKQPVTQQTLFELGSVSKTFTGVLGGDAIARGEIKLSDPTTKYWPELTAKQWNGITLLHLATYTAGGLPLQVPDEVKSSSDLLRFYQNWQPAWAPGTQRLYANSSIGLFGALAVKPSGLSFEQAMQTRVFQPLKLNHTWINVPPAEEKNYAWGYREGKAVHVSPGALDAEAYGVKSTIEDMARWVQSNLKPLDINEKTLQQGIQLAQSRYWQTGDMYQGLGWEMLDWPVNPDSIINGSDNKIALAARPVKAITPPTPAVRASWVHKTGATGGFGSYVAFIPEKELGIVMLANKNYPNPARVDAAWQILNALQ
#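 AmpC (5.3 nM in the dispensed reagent) in 20 mM phosphate pH 7.0 with 0.01% (detergent screen) or 0.0001% Triton X-100 was preincubated with compounds for 15 min at room temperature. Nitrocefin was then added from an 800 uM solution, and hydrolysis was followed at 480 nm.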
# AmpC inh no detg: qHTS Inhibitors of AmpC Beta-Lactamase (assay without detergent); P00811; AID 485341, 2010; AmpC nitrocefin hydrolysis, absorbance 480 nm, 0.0001% Triton; 0.52% of 330,000 active; Potency, µM (titrated, usually from 57.1 µM), inactives show at the top dose activity change, negative = inhibition, hits mostly inhibitors;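 also: potency is read from the fitted curve at half-maximal effect; plate controls were no compound for no effect and no enzyme for full effect; nearly all actives have a fitted effect of over 20% in size; some results filed as inactive show a strong effect at the top dose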
#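 20 mM phosphate pH 7.0 + 0.01% (detergent screen) or 0.0001% Triton X-100; 5.3 nM AmpC reagent; cpd preinc 15 min RT; nitrocefin (800 uM stock) to start; A480 q20 s × 4 min; Activity was normalised to no-enzyme and no-compound control wells.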
# Cycloheximide cs: Cycloheximide Counterscreen for Small Molecule Inhibitors of Shiga Toxin. cell reporter, cycloheximide protein synthesis inhibition counterscreen. 12% of 300,000 active. AID 2314, 2010. max response, %; in the data active = max response mostly above about 13%, no sharp cut-off; inactive = mostly below about 14%; also: read at 38.3 µM for the half of the compounds with a filed dose; 0% is about no effect
# * = called active by the depositor; ? = inconclusive; . = not tested or not shown; + = active, no number; & = joins results of further samples; ! = not confirmed by another sample; [ ] = dose if it differs, or a comment. Unless noted, calls follow the shape of the dose curve; as a rule, active = well fitted curve in the direction sought with a large enough effect; inconclusive = small, poorly fitted or top-dose-only effect, or another doubt; inactive = no such curve, though single readings can be large; an effect the other way counts as inactive or inconclusive.
SMILES,AMA1 RON2 block,Shiga inhibitor,Giardia FBPA inh,HCMV antiviral,AmpC detergent,AmpC inh no detg,Cycloheximide cs
CS(=O)(=O)c1ccccc1C(=O)NCCC(c1ccccc1)c1ccccc1,-14%,-5,1%,?,-5%,39%,-4
COc1ccc(CNC(=O)[C@H](C)[C@@H]2C[C@@]2(C)[C@@H](NC(=O)OCc2ccccc2)c2ccccc2)cc1OC,-5%,14,-4%&3%,2,?,88%[activator],8
COc1ccc(CCNC(=O)c2c(C)nn(CC(C)C)c2Cl)cc1,-3%,-2,.,-12,5%,39%,0
COC(=O)C1CC(=O)N(CCc2c[nH]c3ccccc23)C1 (stereo not given),13%,-22,-11%,21,?,25%,-3
CC1(C)CC(=O)C(=C2SCCCS2)C(=O)C1,15%,6,-7%,15,-8%,-10%,-1
CCCNC(=O)C(NS(=O)(=O)c1ccc2c(c1)c(=O)n(C)c(=O)n2C)c1ccccc1 (stereo not given),-1%,0,0%,-34,-6%,-21%,15*
COc1cc(/C=N/NC(=O)c2cccnc2)ccc1OCC(=O)Nc1c(C)cc(C)cc1C,-25%,-5,-1%,10,5%,10%,-6
Cc1ccc(S(=O)(=O)N2CCOCC2)cc1NC(=O)COc1cccc(-n2cnnn2)c1,0%[11.6 µM],.,.,?,1%,16%,.
CCCN1C(=S)c2ccccc2C1c1ccccc1 (stereo not given),45%[activator],-5,0%,16,-1%,-1%,2
CC(C)C(NS(=O)(=O)c1cccs1)C(=O)NCCCN1CCCCCC1 (stereo not given),0%,-8,-15%,31,-2%,35%,-3
COc1cc2cc(CN(Cc3cccs3)C(=S)Nc3ccc(C)cc3)c(=O)[nH]c2cc1OC,-2%,8,-2%,-69*,-3%,58%,1
Cc1ccnc(NC(=O)C(Cc2ccccc2)NC(=O)c2ccccc2)c1 (stereo not given),-13%,.,.,-11,?,-29%,.
COc1ccccc1CCc1nnc(CCC(=O)NCC2CCCO2)o1 (stereo not given),-9%,7,.,33,-1%,1%,4
S=c1[nH]nc(COc2ccccc2)n1/N=C/C=C/c1ccco1,45%[activator],-4,?,21,-1%,16µM*,-1
O=C(CCCn1c(SCC(=O)Nc2ccccc2Cl)nc2ccccc2c1=O)NCC1CCCO1 (stereo not given),2%,-4,.,5,0%,184%[activator],-1
COC(=O)C1=C(C)OC(N)=C(C#N)C1c1ccc(OC)c(OC)c1OC (stereo not given),4%,-9,-19%,-1,1%,-6%,-2
CC(=O)Nc1nnc(-c2ccccn2)o1,8%[2.32 µM],-13,-6%,-18,?,-4%,1
Cn1c(Cn2nnc3ccccc32)nnc1SCC(=O)NCc1ccc2c(c1)OCO2,5%,-5,0%,44,-16%,-4%,-3
CC(C)C[C@@H](COc1ccccc1)N1CCN(CC(C)C)CCC1=O,6%,7,4%,-22,-15%,75%[activator],12
CCOCCCNC(=O)C1CC(=O)N(C2CCCC2)C1 (stereo not given),15%,-1,0%,-7,?,-8%,-2

# Copied from the list.
# `S=c1[nH]nc(COc2ccccc2)n1/N=C/C=C/c1ccco1` – Cycloheximide cs: -1
# `COc1ccc(CNC(=O)[C@H](C)[C@@H]2C[C@@]2(C)[C@@H](NC(=O)OCc2ccccc2)c2ccccc2)cc1OC` – Shiga inhibitor: 14

# (list continues)
SMILES,AMA1 RON2 block,Shiga inhibitor,Giardia FBPA inh,HCMV antiviral,AmpC detergent,AmpC inh no detg,Cycloheximide cs
CCOC(=O)CSc1nnc2n(Cc3ccccc3)c(=O)c3c4c(sc3n12)CCC4,43%[activator],-11,5%,18,?,-2%,-4
Cn1cnnc1SCC(=O)N(Cc1ccc2c(c1)OCO2)C1(C(=O)NC2CCCCC2)CCCC1,12%,-8,0%,-2,-6%,58%,-5
c1cncc(-c2noc(-c3ccc4ccccc4c3)n2)c1,5%,102*,11%,109,-12%,-18%,27*
Cc1cc2oc(=O)cc(C)c2cc1NC(=O)CCl,6%,21,3%,-100*,3%,-16%,30*
O=[N+]([O-])c1cc(/C=N/O)ccc1Sc1ccccc1,-12%,16,-5%,?,4%,-13%,4
CCN(CC)S(=O)(=O)c1ccc(N2CCOCC2)c(NC(=O)c2cc(C)cc(C)c2)c1,-22%,-3,-7%,-2,-6%,127%[activator],-3
Cc1cc(C)cc(CSCC(=O)NN=C2CCCCCC2)c1,0%,11,2%,-18,?,-27%,-1
COc1ccc(C(=O)O/N=C(\N)Cc2ccc(Cl)c(Cl)c2)cc1OC,-4%,-1,1%,18,-10%,-4%,7
Cc1ccccc1C(OCC(O)CN1CCCCC1CCO)c1ccccc1 (stereo not given),14%,-11,1%,-11,-3%,63%[activator],2
COc1ccc(OC)c(C2C(C#N)=C(N)N(N(C)C)C3=C2C(=O)CCC3)c1 (stereo not given),0%,22,-19%,51,0%,-15%,20
CC(=O)Oc1cc2oc(=O)cc(C)c2cc1OC(C)=O,32%[activator],19,?,177,-2%,-26%,9
Cc1ccc(CNC(=O)C(=O)NCC2OCCCN2S(=O)(=O)c2cccs2)cc1 (stereo not given),1%,-16,.,40,2%,93%[activator],2
Cc1ccc(C)c(NC(=O)c2cc(-c3cccnc3)nc3ccccc23)c1,0%,11,1%,-13,-11%,-6%,3
CCN(CC)S(=O)(=O)c1ccc2c(c1)nc(CCC(=O)O)n2CC,1%,-5,5%,-13,-9%,-16%,-1
CC(=O)c1ccc(S(=O)(=O)NC2CC2)cc1,-7%,-3,2%,1,-13%,-16%,-3
Cc1ccc(CN2CCSc3ccc(C(=O)NCc4ccccn4)cc32)cc1,-3%,68,1%,8,3%,-6%,22
C[C@]12CCC(=O)C=C1CC[C@@H]1[C@@H]2CC[C@@]2(C)[C@H]1CC[C@@]21CCC(=O)O1,-10%,-8,11%,-33,3%,46%,-8
CN1CCN(c2ccc(NC(=O)C(C)(C)C)cc2)CC1,10%,40,-6%,88,-5%,-7%,17
COc1ccc(OC(=O)c2cccc(S(=O)(=O)N3CC(C)OC(C)C3)c2)cc1 (stereo not given),1%,.,.,28,9%,51%,.
O=C(COc1ccccc1Cl)NNC(=O)c1ccc2nc[nH]c2c1,48%[activator],.,.,-11,?,-19%,.
COc1cc(/C=N/NS(=O)(=O)c2ccc(Br)cc2)ccc1O,-11%,-3,-8%,12,-19%,-38%,5
CCN(CC)CCSc1nnc2c3cc(C)ccc3n(Cc3ccccc3)c2n1,-18%,-8,2%,-85*,1%,40%,1
CCn1c(O)c(C=Nc2cc(Cl)ccc2Cl)c(=O)n(CC)c1=O,0%,0,1%,5,-16%,-4%,-7
Cn1c(SCC(=O)NCCNC(=O)CSc2nnc(C(F)(F)F)n2C)nnc1C(F)(F)F,6%,-18,5%,-18,?,-6%,-3
Cc1cc(Cl)ccc1OCC(=O)NCC(=O)N/N=C/c1ccco1,4%,29,0%,-4,-10%,-29%,4
COc1ccc(CCc2nc(C)ccc2O)cc1,7%&4%,+!,-11%&-13%,-20&22,2%&-13%,-15%&-16%,37*
COc1ccc(C)cc1N(CC(=O)NC1CCCC1)C(=O)Cn1nnc(-c2ccc(C)o2)n1,-19%,-7,0%,-21,?,53%,-10
Oc1cccc(/C=N/Nc2ncnc3c2ncn3Cc2ccccc2)c1,-11%,53*,1%,68,2%,-52%,18*
Cc1ccc(-c2cc(C(=O)O)n[nH]2)o1,-7%,-4,-14%,-1,-12%,-19%,-2
O=C(Nc1ccccn1)c1ccc(Br)c(S(=O)(=O)N2CCCC2)c1,0%,50*,4%,-34,?,-30%,34*
Cc1ccc(-n2nnc3c(=O)n(CC(=O)c4ccccc4)cnc32)cc1,1%,-4,1%,0,?,-4%,-1
CCC(C)c1ccc(NC(=O)CSc2nncn2N)cc1 (stereo not given),16%,35,1%,35,2%,9%,26
CCOC(=O)c1c(NC(=O)C(C)Sc2nnc(C)c(=O)[nH]2)sc2c1CCCC2 (stereo not given),7%,4,-15%,-3,-3%,-5%,-5
Cc1cccc(C(=O)c2cccc(C)c2)c1,16%,44,0%,-14,?,-25%,0
CC(C)Sc1cc(N2CCOCC2)nc(-c2ccccc2)n1,-7%,-9,0%,?,0%,-1%,-3
CCC(=O)N1CCN(CCN=CC2=C(O)CC(c3cccs3)CC2=O)CC1 (stereo not given),39%[activator],9,0%,-12,?,-5%,-4
CCCOc1ccccc1C(=O)N1CCNC(=O)C1CC(=O)OC(C)C (stereo not given),-1%,-16,14%,4,-5%,19%,-2
Cc1ccccc1OCc1nnc(SC(C)C(=O)O)n1Cc1ccccc1 (stereo not given),-1%,-11,?,-6,5%,-12%,-4
O=C1CC(NCc2ccncc2)C(=O)N1c1ccc(Cl)cc1 (stereo not given),-6%,-13,1%,6,?,-10%,6
O=C(Nc1ncc2c(n1)CC(c1ccco1)CC2=O)c1ccccc1 (stereo not given),-6%,47,-1%,114,?,-13%,12

# Profiles, looked up by structure. Values in the order: AMA1 RON2 block | Shiga inhibitor | Giardia FBPA inh | HCMV antiviral | AmpC detergent | AmpC inh no detg | Cycloheximide cs
# `Oc1cccc(/C=N/Nc2ncnc3c2ncn3Cc2ccccc2)c1` as listed: -11% | 53* | 1% | 68 | 2% | -52% | 18*
# `Cc1ccc(-c2cc(C(=O)O)n[nH]2)o1` as listed: -7% | -4 | -14% | -1 | -12% | -19% | -2
# `CCn1c(O)c(C=Nc2cc(Cl)ccc2Cl)c(=O)n(CC)c1=O` as listed: 0% | 0 | 1% | 5 | -16% | -4% | -7
# `O=C(Nc1ccccn1)c1ccc(Br)c(S(=O)(=O)N2CCCC2)c1` as listed: 0% | 50* | 4% | -34 | ? | -30% | 34*

# Next structures
SMILES,AMA1 RON2 block,Shiga inhibitor,Giardia FBPA inh,HCMV antiviral,AmpC detergent,AmpC inh no detg,Cycloheximide cs
COc1cc(/C=N/NC(=O)c2ccc(N(C)S(=O)(=O)c3ccccc3)cc2)cc(OC)c1OC,25%,-15,2%,-18,?,78%[activator],-1
CCCCCSc1nc2c(cnn2-c2ccc(F)cc2)c(=O)[nH]1,4%,-13,-7%,-16,-2%,-30%,-5
COc1ccc(-c2nc(CS(=O)CC(=O)NC(C)CCc3ccccc3)c(C)o2)cc1OC (stereo not given),-9%,-8,-4%,-20,-6%,145%[activator],-4
Cc1cc(=O)oc2cc(OS(C)(=O)=O)ccc12,-1%,-13&12,4%&5%,-29,?,-4%&-12%,-2&-3
Cc1ccccc1C(=O)Nc1ccccc1C(=O)N1CCC(C)CC1,-6%,-5,.,-22,4%,-7%,-6
